TIM10 inh – TIM10 yeast growth inhibition | S. cerevisiae TIM10 strain growth, BacTiter-Glo luminescence, 24 h | 330,000 compounds, 1.4% hits | inhibition, % at 10 µM;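 active = inhibition of 40% or more at the single tested concentration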;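 also: wild-type TIM10 isogenic control strain grown at permissive 25 °C; 0% = DMSO yeast wells and 100% = minimal medium wells without yeast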
MIN6 prolif – MIN6 beta-cell proliferation induction; MIN6 cells proliferation, ATPlite luminescence, 48 h; cells starved in 0.2% serum; 100% = growth in 10% serum; 330,000 compounds, 0.29% hits; proliferation, % at 10 µM;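 active = compounds whose signal lies at least 3.5 SD above the mean of all wells on their plate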;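 also: 0% = DMSO-treated cells in low-serum medium and 100% = 10% serum control; some compounds called inactive have numbers as strong as hits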
NR3A LBD binder – modulators (binders) of human NR3A ligand-binding domain. NR3A LBD differential scanning fluorimetry, Tm shift; 0% = protein alone, 100% = glycine-bound protein. 340,000 compounds, 2.5% hits. Tm shift relative to glycine control, % at 25 µM;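 active = melting temperature shift of at least 10% of the positive control shift, at one fixed dose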
tim10-1 inh – tim10-1 yeast growth inhibition | S. cerevisiae tim10-1 ts strain growth, BacTiter-Glo, 24 h | inhibition, % at 20 µM | 330,000 compounds, 2.2% hits | AID 463190;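 active = inhibition of at least 40%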;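 also: mutant grown at 25 °C; 0% = DMSO wells with yeast and 100% = wells holding no yeast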
tim23-1 inh – inhibits growth of tim23-1 mutant yeast. 330,000 compounds, 1.3% hits. inhibition, % at 20 µM. S. cerevisiae tim23-1 growth, BacTiter-Glo luminescence, 24 h;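 active = growth inhibition of the mutant yeast at or above 50%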;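 also: temperature-sensitive mutant grown at 25 °C; plate controls were DMSO-treated mutant yeast for no effect and medium wells lacking yeast for full effect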
NALP3 yeast inh – blocks the NALP3 inflammasome reconstituted in yeast | Yeast reconstituted NLRP3/ASC/caspase-1, beta-gal luminescence, 24 h | inhibition, % at 10 µM | 330,000 compounds, 0.39% hits;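 active = inhibition of 50% or more; inactive = inhibition below 50%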;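 also: plate controls were induced DMSO wells for no effect and uninduced yeast grown without galactose for full effect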
APJ antagonist – APJ receptor antagonism; P35414; CHO-K1 APJ beta-arrestin complementation, luminescence; inhibition, % at 20 µM; 330,000 compounds, 0.32% hits; AID 2521;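 active = inhibition above about 40% at 20 µM, limit read from the data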;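 also: cells challenged with 10 nM apelin-13 agonist together with compound; plate controls were apelin-13 plus DMSO wells for no effect and DMSO wells lacking apelin-13 for full effect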
Target sequence (P35414 whole entry, looked up): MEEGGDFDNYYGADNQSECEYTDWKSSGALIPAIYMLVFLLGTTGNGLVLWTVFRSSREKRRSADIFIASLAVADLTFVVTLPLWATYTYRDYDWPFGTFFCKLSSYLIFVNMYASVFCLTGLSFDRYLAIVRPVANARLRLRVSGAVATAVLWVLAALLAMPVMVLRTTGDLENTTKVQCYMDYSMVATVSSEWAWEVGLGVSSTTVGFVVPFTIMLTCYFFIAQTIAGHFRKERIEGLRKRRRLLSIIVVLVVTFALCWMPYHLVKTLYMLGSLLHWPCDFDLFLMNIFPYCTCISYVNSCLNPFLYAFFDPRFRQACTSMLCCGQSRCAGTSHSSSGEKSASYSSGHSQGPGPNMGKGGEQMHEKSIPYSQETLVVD
APJ ag – agonists of human APJ apelin receptor; AID 2520; 330,000 compounds, 0.11% hits; P35414; activation, % at 20 µM; CHO-K1 APJ PathHunter beta-arrestin, luminescence; 0% DMSO wells, 100% apelin;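 active = activation more than six SD over the plate average, tested at 20 µM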;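 also: 0% = DMSO alone and 100% = apelin-13 at 10 nM; some results filed as inactive read as strong as hits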
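Assay system: engineered CHO-K1 APJ arrestin reporter cells; Amount: 1000 CHO-K1 reporter cells seeded per well; Dosing: one dose, 20 µM compound, 1% DMSO; Times: compound stimulation 90 min at 25 °C, detection 60 min; Measured by: luminescent beta-gal fragment complementation, chemiluminescent substrate; Read-out: APJ–arrestin association signal; Controls: DMSO vs Apelin-13 10 nM.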
MPTP block – inhibitors of mitochondrial permeability transition pore; isolated mouse mitochondria, Ca2+ swelling absorbance, 30 min; inhibition, % at 10 µM; 360,000 compounds, 1.4% hits; AID 602449;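 active = inhibition of 50% or more, scaled per plate between neutral and stimulator controls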;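 also: 0% = DMSO wells given calcium and 100% = 1 mM EGTA wells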
* marks the source's active call; other numbers are inactive results; . = no result given.

molecule	TIM10 inh	MIN6 prolif	NR3A LBD binder	tim10-1 inh	tim23-1 inh	NALP3 yeast inh	APJ antagonist	APJ ag	MPTP block
COc1ccc(CC(=O)OCC(=O)Nc2ccc3[nH]c(=O)[nH]c3c2)cc1	9.2	3.2	0.4	-3.1	3.5	4.3	-6.8	7.8	0.4
CN(C)CCCN1C(=O)C(=O)/C(=C(/O)c2ccncc2)C1c1cccc(Br)c1 (centres undefined)	-1.1	-0.3	-2.5	6.6	13.9	3.6	11.7	-0.8	-0.7
CCc1ccccc1NC(=O)c1ccc2nc(N3CCOCC3)sc2c1	9.9	-1.6	2.9	-12.6	5.3	18.0	-70.3	0.1	-1.0
CCc1cc(C(=O)O)c(NC(=O)/C=C/c2ccc(OC)c(OC)c2)s1	11.0	-2.1	-0.7	-15.4	8.9	-10.8	-0.2	-1.4	-2.9
COc1ccc(N2CCOCC2)c(NC(=O)c2ccc(Br)o2)c1	-6.1	2.8	12.6*	30.3	52.1*	33.9	18.0	-1.1	-0.8
CCOc1ccc(CCNC(=O)C2CC(=O)N(CCc3ccc(OC)c(OC)c3)C2)cc1OCC (centres undefined)	-1.5	-0.5	-1.3	-4.0	15.7	30.5	19.5	-2.3	-0.7
O=S(=O)(NCc1ccc(F)cc1)c1ccc(Br)cc1Br	14.1	-2.5	-1.9	17.6	34.6	-7.4	-3.2	-2.3	0.7
Cc1ccc(S(=O)(=O)NCC(=O)NNC(=O)c2ccc(Br)cc2)cc1C	-12.9	-1.8	0.5	7.0	-0.7	11.5	2.2	5.7	-0.7
Cc1nc2ccc(S(=O)(=O)N(C)CC(=O)Nc3ccccc3F)cc2s1	0.4	3.5	-0.9	5.3	14.2	22.6	-14.8	-2.3	-0.4
N#Cc1cnc(Oc2ccc(Cl)cc2)nc1N	6.2	-2.4	1.7	14.3	16.1	11.9	-17.9	-1.4	0.6
COc1ccc(NC(=O)c2oc3ccccc3c2C)c(OC)c1	13.3	-1.8	-1.3	17.2	22.5	1.9	12.0	-4.9	4.3
OCC(Cc1ccc2c(c1)OCO2)C(CO)Cc1ccc2c(c1)OCO2 (centres undefined)	-17.1	1.9	-3.1	1.4	1.7	2.4	9.7	-2.5	0.1
C/C(=N\NC(=O)Cc1c(Cl)cccc1Cl)c1cccnc1	-3.2	0.0	-2.1	0.9	-4.9	9.9	-3.1	-2.0	-1.5
CCOc1ccccc1NC(=O)CSc1nnc(Cc2cccn2C)n1-c1ccc(F)cc1	4.1	-4.9	-1.6	27.4	14.4	1.3	-18.0	-1.3	-1.2
COc1ccc(-c2ccnc(SCC(=O)c3ccc(Br)cc3)n2)cc1	-2.9	-0.8	25.7*	5.8	7.6	19.7	0.4	-1.3	1.8
COc1ccc(NC(=O)CN2C(=O)NC(C)(c3ccc(C)cc3)C2=O)c([N+](=O)[O-])c1 (centres undefined)	-4.1	-2.7	-1.2	-18.8	11.5	-12.3	-14.0	-0.6	-1.7
COC(=O)c1cc(COc2ccc3c4c(c(=O)oc3c2)CCCC4)c(C)o1	-3.9	-1.9	-1.1	-5.0	-9.6	16.3	-7.6	-6.2	1.2
O=C(Nc1nnc(SCc2c(Cl)cccc2Cl)s1)C1CCCO1 (centres undefined)	43.0*	0.2	1.9	42.5*	52.3*	47.8	2.1	-3.5	-1.4
COc1ccc(C(=O)/C=C/c2ccc(OCc3ccccc3)cc2)cc1CSCC(=O)O	20.7	-6.7	-0.6	30.9	33.7	18.6	-6.1	-2.3	3.3
CC1Cc2cc(/C(O)=C3/C(=O)C(=O)N(CCCn4ccnc4)C3c3ccncc3)ccc2O1 (centres undefined)	1.2	-1.0	-1.9	5.1	1.9	1.9	-4.5	-2.5	-0.8
Cc1ccc(-c2nn(-c3ccccn3)c(=O)c3ccccc23)cc1	8.5	-2.1	-1.0	29.7	34.5	9.4	-4.1	-1.4	-1.2
O=C(c1cncc(Br)c1)N1CCN(S(=O)(=O)c2ccc3ccccc3c2)CC1	13.8	0.8	0.3	17.7	34.0	26.6	15.8	-1.6	-0.6
COC(=O)Cc1ccc(NC(=S)N2CCCCC2C)cc1 (centres undefined)	9.6	-1.3	-0.6	8.3	19.4	13.8	7.2	-1.4	1.0
COc1ccc(C2c3c(ncn(CCN4CCOCC4)c3=N)Oc3ccc4ccccc4c32)cc1 (centres undefined)	4.4	-6.1	-4.4	21.5	13.6	6.8	8.9	-0.6	-5.2
Clc1ccc(CN2CCC(c3nc4ccc(Cl)cc4[nH]3)CC2)cc1	-22.4	-4.7	-2.2	3.6	-20.4	26.4	-15.5	-0.2	4.0
COCC(=O)Nc1cc(C(=O)OC)cc(C(=O)OC)c1	15.1	-2.6	-1.1	3.8	10.7	11.8	-11.8	-0.7	-0.1
O=C(NCc1ccccc1)NC1CC2CCC(C1)N2Cc1ccco1 (centres undefined)	-8.1	-3.2	-1.1	10.9	-7.4	-11.5	-3.1	-4.2	-0.7
CCCn1c(SCC(=O)N2CC(=O)Nc3ccccc32)n[nH]c1=O	-5.9	-1.1	-0.5	4.6	7.4	10.1	-3.3	-2.1	-0.1
CCC(C(=O)OCC(=O)Nc1c(C)n(C)n(-c2ccccc2)c1=O)c1ccccc1 (centres undefined)	5.8	0.3	-6.5	-0.3	9.1	12.3	2.6	-3.9	0.4
O=C(CN(Cc1ccco1)C(=O)CNS(=O)(=O)c1ccc(Cl)cc1)NCc1ccco1	8.3	2.5	1.9	-4.2	4.6	20.6	-3.6	-1.9	-3.1
C/C(=N/NC(=O)c1cccs1)c1cccc(NC(=O)C2CC2)c1	1.2	0.5	1.8	24.5	4.5	-1.6	0.2	-3.6	-0.6
O=C(c1ccc(Cl)c(NC2=NC3CS(=O)(=O)CC3S2)c1)N1CCN(c2ccccc2)CC1 (centres undefined)	-3.5	0.6	-1.1	20.0	15.3	-2.5	13.5	-6.8	-1.2
CCCCN1CC(O)=C(c2nc3ccccc3[nH]2)C1=N	-16.3	-2.0	0.0	8.2	21.0	4.4	16.4	-5.5	-0.5
O=C(CN1CCCCCC1)NCCc1ccc(F)cc1	1.7	-1.2	-0.1	-8.8	3.0	5.4	4.0	-2.9	-0.8
CCN(CC)C(=O)CSc1nnc2nnc3cc(Cl)ccc3n12	16.2	-2.6	-0.4	5.5	-15.2	12.1	-26.5	0.8	1.9
COc1ccccc1NC(=O)Cn1nnc(C(=O)Nc2ccccc2)c1N	9.3	3.3	1.2	-2.4	9.1	0.4	-9.1	10.0	0.4
CC(C)N(Cc1ccccc1)S(=O)(=O)c1ccc(Cl)nc1	-22.3	2.1	.	-13.1	18.1	31.4	16.0	-5.7	12.9
CN(C)c1ccc(-c2ccc([C@H]3[C@@H]4C=CCC[C@@]4(C)C(=O)N3Cc3ccccc3)c(F)c2)cc1	-0.7	-8.0	0.0	-1.8	-11.9	-0.6	11.1	4.5	2.6
O=C(Cn1nnc2ccccc21)NNC(=S)NC1CCCCC1	9.7	1.2	-0.8	0.6	1.0	20.8	9.2	-2.4	1.0
COc1ccc(Nc2nc(-c3cccc([N+](=O)[O-])c3)nc3ccccc23)cc1	18.4	-4.3	46.2*	17.7	22.6	5.0	-3.1	-1.8	53.2*
CCN(CC)S(=O)(=O)c1cc(NS(=O)(=O)c2cccs2)ccc1C	5.4	-1.1	1.1	14.8	10.5	20.3	-3.7	-2.7	1.2
Cc1cc(C)cc(NC(=O)CS(=O)(=O)c2ccccc2)c1	-0.6	-2.6	-2.0	4.4	0.8	27.5	0.8	-3.5	-0.7
CC(=O)Nc1ccc(NC(=O)C(C)OC(=O)c2ccccc2C(=O)c2ccc(Cl)c([N+](=O)[O-])c2)cc1 (centres undefined)	-9.2	-5.3	-9.6	-1.6	-19.0	7.8	-0.2	5.1	-0.2
C=CCn1c(O)c(N=NC(=O)c2ccc3c(c2)OCO3)c2ccccc21	-27.8	-0.8	-0.2	-8.9	1.9	2.7	-17.9	-2.7	3.0
O=C(C1=C(O)C(=O)N(CCOCCO)C1c1cccs1)c1cccs1 (centres undefined)	-6.0	-0.7	0.1	-2.2	11.0	-15.6	-5.7	6.0	-1.0
CC(=O)Nc1ccc(S(=O)(=O)N2CCOCC2)cc1	10.0	2.0	-0.6	1.0	7.1	0.9	22.0	-2.0	-1.2
Cc1ccc(S(=O)(=O)N(CC(=O)NCCSCc2ccco2)c2cc(C)ccc2C)cc1	33.7	-3.6	0.0	22.8	6.4	-4.2	14.4	-3.6	2.9
CC(=O)OC1CC(C)(C)N(OC(=O)CCCN2C(=O)c3ccccc3C2=O)C(C)(C)C1	16.0	1.8	-2.3	29.0	-6.2	4.0	-2.2	0.1	1.6
Cn1ncc2c(N3CCOCC3)ncnc21	-1.1	-1.6	0.6	2.0	7.7	0.0	-15.8	2.0	-1.4
CCOC(=O)c1cc(C)n(CCCN2CCOCC2)c1C	5.4	0.0	0.7	2.6	12.9	15.0	8.3	1.6	-0.1

Going on with the list:
molecule	TIM10 inh	MIN6 prolif	NR3A LBD binder	tim10-1 inh	tim23-1 inh	NALP3 yeast inh	APJ antagonist	APJ ag	MPTP block
O=c1c2ccccc2nc2c3ccccc3cnn12	39.1	0.1	-1.1	-11.6	54.6*	56.3*	7.3	-3.0	-3.2
CCN1C(=O)/C(=C\N(C)C)c2ccccc21	1.6	0.3	2.0	13.8	-1.4	-9.7	-10.8	-0.7	-0.8
CCCC(=O)Nc1nc2ccc(NC(=O)c3ccc(Br)o3)cc2s1	18.4	-2.8	17.8*	7.3	36.8	3.8	5.3	-1.7	-0.8
CC(C)(C)OC(=O)N1CCN(C(=O)c2nc[nH]c2C(=O)N2CCN(c3ccccc3)CC2)CC1	-1.9	1.1	0.0	-6.4	-4.4	-1.2	5.5	0.7	0.5
O=C(c1ccccc1)c1cccn1CC(=O)N1CCN(C2CCCCC2)CC1	8.5	2.6	0.4	8.2	12.8	18.5	15.6	-4.0	1.1
O=C(NCCN1CCCC(O)C1)c1cc(COc2c(F)cccc2F)on1 (centres undefined)	1.3	2.5	1.1	1.7	-2.6	22.0	-4.3	4.0	0.1
NS(=O)(=O)c1ccc(NC(=O)CCC(=O)N2CCOCC2)cc1	3.5	-0.8	1.8	-9.9	1.7	18.1	3.6	3.5	1.3
CC(=O)c1c(C)nc2sc3c(=N)n(N)cnc3c2c1-c1ccc(Cl)cc1	4.6	0.0	-6.7	23.9	8.4	8.8	9.9	-2.4	24.8
O=C(CCl)Nc1ccccc1C(=O)NCc1ccccc1	29.1	-6.5	0.5	17.4	29.8	5.4	-5.9	-2.4	1.3
COC(=O)c1cnn(-c2ccc(F)cc2F)c1/C=N/NC(N)=S	16.1	-0.7	-1.2	5.4	18.1	0.8	-6.8	1.1	1.2
CCOC(=O)N1CCN(C(=O)c2ccc(SC)cc2OC)CC1	7.0	3.1	0.2	3.6	2.1	16.6	4.4	-4.9	-1.6

In another format: 2 of the compounds above.
O=C(c1ccccc1)c1cccn1CC(=O)N1CCN(C2CCCCC2)CC1
  TIM10 inh = 8.5
  MIN6 prolif = 2.6
  NR3A LBD binder = 0.4
  tim10-1 inh = 8.2
  tim23-1 inh = 12.8
  NALP3 yeast inh = 18.5
  APJ antagonist = 15.6
  APJ ag = -4.0
  MPTP block = 1.1
CCN1C(=O)/C(=C\N(C)C)c2ccccc21
  TIM10 inh = 1.6
  MIN6 prolif = 0.3
  NR3A LBD binder = 2.0
  tim10-1 inh = 13.8
  tim23-1 inh = -1.4
  NALP3 yeast inh = -9.7
  APJ antagonist = -10.8
  APJ ag = -0.7
  MPTP block = -0.8
